# Screening results from PubChem BioAssay.
# A549 viability – A549 cytotoxicity, counter-screen for Nrf2 inhibitors; A549 ARE-Fluc cells, CellTiter-Fluor viability, 18-24 h; AID 504648; Potency, µM (top dose mostly 46 µM), for inactives: at the top dose activity change, negative = cytotoxicity, usual class: inhibitors; 0.16% of 390,000 active; note: potency is the fitted concentration of half-maximal effect; % is set by controls: 0 for no effect and ±100 for the full control effect
#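 A549 ARE-Fluc cells in 5% FBS OPTI-MEM, 5000 cells/well, rested 2 h then exposed to compounds in concentration-response for 18-24 h at 37 °C. Viability by CellTiter-Fluor fluorescence (Ex 405/Em 525) after 30 min; luciferase luminescence (BugLite, 15 min, RT) read afterwards.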
# EPAC2 ag – activates human EPAC2 exchange factor; Q8WZA2; EPAC2 activation, biochemical qHTS; response scale: 100% = 6.5 mM cAMP response; Potency, µM (top dose mostly 154 µM), without a hit: top-dose activation, most hits filed as activators; 0.079% of 360,000 active; AID 720711; note: potency is the fitted concentration of half-maximal effect; nearly all actives have a fitted effect of over 50% in size
# Target sequence (Q8WZA2 whole entry, looked up): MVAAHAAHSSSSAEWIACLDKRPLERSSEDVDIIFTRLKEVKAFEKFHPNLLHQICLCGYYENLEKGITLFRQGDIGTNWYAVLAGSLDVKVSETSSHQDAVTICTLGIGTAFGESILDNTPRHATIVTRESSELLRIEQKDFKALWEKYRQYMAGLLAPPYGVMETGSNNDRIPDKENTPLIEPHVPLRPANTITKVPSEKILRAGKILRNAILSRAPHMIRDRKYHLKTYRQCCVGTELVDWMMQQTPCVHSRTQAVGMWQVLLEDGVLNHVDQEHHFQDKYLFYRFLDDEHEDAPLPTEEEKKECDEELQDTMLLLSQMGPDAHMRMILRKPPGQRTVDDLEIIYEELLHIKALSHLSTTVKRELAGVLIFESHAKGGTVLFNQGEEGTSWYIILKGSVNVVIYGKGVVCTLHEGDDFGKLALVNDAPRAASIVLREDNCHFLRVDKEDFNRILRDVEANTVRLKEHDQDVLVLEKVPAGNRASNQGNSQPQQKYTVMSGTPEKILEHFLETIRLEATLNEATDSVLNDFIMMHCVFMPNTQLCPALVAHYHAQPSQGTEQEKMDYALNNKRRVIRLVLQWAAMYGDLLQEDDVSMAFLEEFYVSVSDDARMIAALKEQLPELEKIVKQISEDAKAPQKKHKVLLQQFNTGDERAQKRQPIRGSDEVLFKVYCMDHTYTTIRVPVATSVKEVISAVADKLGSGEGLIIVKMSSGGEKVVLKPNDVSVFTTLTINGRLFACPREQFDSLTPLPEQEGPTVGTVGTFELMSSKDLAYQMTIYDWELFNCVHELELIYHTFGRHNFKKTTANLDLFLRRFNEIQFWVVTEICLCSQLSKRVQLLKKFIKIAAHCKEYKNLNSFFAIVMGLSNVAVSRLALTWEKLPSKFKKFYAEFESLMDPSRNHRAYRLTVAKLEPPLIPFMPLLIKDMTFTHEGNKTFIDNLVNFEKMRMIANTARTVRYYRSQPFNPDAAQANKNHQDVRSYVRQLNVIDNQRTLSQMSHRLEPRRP
#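 EPAC2 (100 nM) mixed with Rap1B loaded with BODIPY-GDP (250 nM) plus 50 uM unlabeled GDP; compounds pinned in, 5 min RT, then read every 5 min for 30 min (ex 480, em 540 nm). Normalized to cAMP control.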
# ATXN2 expr inh – inhibitors of ATXN2 expression; HEK-293 ATXN2-luciferase reporter, luminescence, 24 h; Potency, µM (series often up to 57 µM), without a hit: at the highest dose activity change, negative = inhibition, most hits filed as inhibitors; 0.72% of 360,000 active; AID 1745845; note: potency is the fitted concentration of half-maximal effect; % is set by controls: 0 for no effect and ±100 for the full control effect; nearly all actives have a fitted effect of over 55% in size
#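 qHTS (up to 57 uM final) was run with 24 h compound exposure of reporter cells at 37 °C. Each well was multiplexed: SteadyGlo luminescence measured ATXN2-luciferase expression after a fluorogenic Gly-Phe-AFC viability readout (25 uM final).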
# IL2 activator – activates IL-2 in a cell-based reporter assay; IL-2 activation reporter assay, cell-based qHTS; stimulated with anti-CD3/CD4/CD28 beads; in transgenic mouse T cells; activation, % (series mostly up to about 46 µM); 0.065% of 360,000 active; AID 652025; in the data active = activation above about 50%; inconclusive = mostly about 30% to 49%; note: 0% is about no effect
#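 First, unstimulated transgenic mouse T cells were exposed to compound for 60 min. Next, anti-CD3/anti-CD4-coated beads with anti-CD28 were added. Finally, after 18 h at 37 degrees C, EGFP and DsRed were imaged.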
# TGFb inhibitor – TGF-b pathway inhibition; AID 588855; HepG2 CAGA-GFP TGF-b/SMAD3 reporter, GFP fluorescence, 18 h; TGF-beta stimulated, 500 pg/mL final; 1.2% of 410,000 active; Potency, µM (doses to about 46.1 µM), without a hit: at the top dose activity, negative = inhibition, most hits filed as inhibitors; note: potency is the fitted concentration of half-maximal effect; % is set by controls: 0 for no effect and ±100 for the full control effect; nearly all actives have a fitted effect of over 65% in size
#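 Inhibition of TGF-beta-driven CAGA-GFP reporter expression in HEPG2 cells is measured by cellular GFP fluorescence after 18 h stimulation with 500 pg/mL recombinant TGF-beta in 1% FBS medium at 37 degrees C.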
# ATXN viability – cell viability loss in ATXN counter-screen; 0.49% of 400,000 active; Potency, µM (titrated, usually from 56.7 µM), usual class: cytotoxic; S2 cells (HEK-293 line with an ATXN2-luciferase reporter) viability, CellTiter-Fluor protease fluorescence, 24 h; note: potency is the fitted concentration of half-maximal effect; nearly all actives have a fitted effect of over 40% in size
# Nrf2 activator – activates Nrf2 signaling; AREc32 ARE-luciferase reporter (MCF7-derived line), luminescence, 24 h; Potency, µM (top dose mostly 46.1 µM), without a hit: at the highest dose activation, hits mostly activators; 0.31% of 410,000 active; note: potency is the fitted concentration of half-maximal effect; % of control where 0% means no effect; nearly all actives have a fitted effect of over 65% in size
#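 ARE-driven firefly luciferase activity in AREc32 cells measured after a 24 hr compound exposure at 37 deg C, using Steady-Glo reagent and a 30 min room-temperature hold.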
# Nrf2 inh – inhibitors of Nrf2 signaling | AID 504444 | 2.1% of 360,000 active | A549 ARE-Fluc reporter, luciferase luminescence, 18-24 h | Potency, µM (doses to about 46 µM), without a hit: at the top dose activity change, negative = inhibition, most hits filed as inhibitors; note: potency is the fitted concentration of half-maximal effect; % is set by controls: 0 for no effect and ±100 for the full control effect; nearly all actives have a fitted effect of over 60% in size
#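 Nrf2 function is reported as luminescence of an ARE-controlled luciferase in A549 cells. Compounds were tested at several concentrations, and a CellTiter-Fluor read on the same wells flagged cytotoxicity.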
# HepG2 tox – counter-screen for TGF-b inhibitors: cytotoxicity in HepG2 cells; AID 588856; Potency, µM (highest dose often 46.1 µM), for the others: at the top dose activity change, negative = cytotoxicity, actives largely listed as cytotoxic; 0.76% of 410,000 active; HepG2 CAGA-GFP viability, ATP luminescence, 18 h; note: potency is the fitted concentration of half-maximal effect; some results filed as inactive show a strong effect at the top dose
#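 CellTiter-Glo luminescence gave cytotoxicity after 18 hours at 37 degrees C. The cells were HepG2 CAGA-GFP in 1% FBS DMEM, stimulated with 500 pg/mL TGF-beta after compound addition. %Activity was normalised to no-cell wells (complete cell-killing) and DMSO (no toxicity), and curves were fitted and classified.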
# An asterisk follows results filed as active; i = inactive; ? = inconclusive; . = no result given; [ ] = another dose, or the depositor's remark. Unless noted, calls come from the whole dose curve; as a rule, active = well fitted curve in the direction sought with a large enough effect; inconclusive = small, poorly fitted or top-dose-only effect, or another doubt; inactive = no such curve, though single readings can be large; an effect the other way counts as inactive or inconclusive.
Structure | A549 viability | EPAC2 ag | ATXN2 expr inh | IL2 activator | TGFb inhibitor | ATXN viability | Nrf2 activator | Nrf2 inh | HepG2 tox
COc1ccccc1N(CC(=O)N/N=C/c1ccc(C(=O)O)cc1)S(=O)(=O)c1ccc(C)cc1 | -1% | 4% | . | -0.3 | 5% | i | 0.1% | 2% | 20%
O=C(CN1C(=O)c2cccc3cccc1c23)N1CCc2ccccc2C1 | 5% | -1% | -16% | -1.7 | -10% | i | -1.0% | ? | -22%
O=C(c1ccco1)N1CCN(C(=O)C2Cc3ccccc3CN2S(=O)(=O)c2ccc(F)cc2)CC1 (configuration not stated) | -2% | 4% | 23% | 0.5 | 13% | i | 0.2% | 10% | -5%
Cc1nn(-c2cccc(C(=O)O)c2)c(C)c1[N+](=O)[O-] | 4% | 7% | -5% | 2.7 | -2% | i | 0.5% | -5% | -10%
C1CCc2c(nc3nnnn3c2NC2CCCC2)C1 | -4% | 0%[15.6 µM] | -6% | -0.4 | 11% | i | 0.0% | -7% | 7%
S=c1[nH]nc(-c2cccnc2)n1-c1ccc2c(c1)OCCO2 | 4% | 6% | 11% | 3.1 | -26% | i | 0.9% | 16% | 0%
Cc1cccc(-n2c(-c3ccccc3)c[nH]c2=S)c1C | 1% | 2% | 8% | -3.8 | ? | i | 3.6% | -10% | -1%
O=C(Nc1ccccc1)c1c(F)cccc1F | -3% | 10% | 2% | -1.6 | 13% | i | -0.7% | 8% | -17%
Cc1[nH]c2c(ccc3ccccc32)c1C1C(CCN)C1(C)C (configuration not stated) | -1% | -7% | ? | -3.3 | ? | ? | -0.9% | 3% | -109%
CC(C)(C)CN1CCN(CC#Cc2ccccc2)CC1CCO (configuration not stated) | 3% | -5% | . | 0.4 | -1% | i | 15% | ? | -18%
COc1ccc(-n2c(C)c(C)c3c(NCCO)ncnc32)cc1 | 4% | 10% | 8% | -4.4 | 12% | i | 0.2% | 5% | -1%
O=C(COC(=O)c1ccc[nH]c1=O)Nc1ccc2c(c1)OC(F)(F)O2 | -5% | -3% | 17% | 3.0 | 0% | i | -0.6% | 3% | 3%
CC(C)(C)NC(=O)c1cnn(-c2ccccc2)c1NC(=O)c1ccccc1 | -1% | -2% | 0% | 1.0 | 0% | i | -0.5% | 2% | -4%
COC(=O)c1ccccc1NC(=O)Cn1c(=O)n(CCCC(=O)NCc2ccccc2OC)c(=O)c2ccccc21 | 0% | . | 11% | . | 0% | i | -0.7% | ? | -7%
COc1ccc(OCCCC(=O)OC(C)C(=O)Nc2ccc(NC(C)=O)cc2)cc1 (configuration not stated) | 7% | 6% | 1% | 0.0 | -17% | i | -0.6% | 4% | -25%
Cc1nc(C(=O)NCCO)cc2c1[nH]c1ccccc12 | 0% | -2% | . | -0.8 | 6% | i | 3.5% | -18% | 4%
Cc1cc(C)nc(-n2nc(C)cc2NC(=O)COC(=O)CCC(=O)c2cccs2)n1 | 4% | 7% | 2% | 0.0 | 7% | i | 2.1% | 18% | 2%
CCc1cccc(CC)c1NC(=O)c1ccccc1CCc1ccccc1 | 6% | -1% | -5% | -3.2 | -25% | i | 0.0% | 9% | -34%
CC(C)c1ccc(NC(=O)C2CCN(c3nc(-c4ccc(C(C)C)cc4)no3)CC2)cc1 | 0% | . | . | . | -8% | . | -5.0% | . | -23%
COCCCN1C(=O)C(O)=C(C(=O)c2ccco2)C1c1ccc(Br)cc1 (configuration not stated) | -5% | 4% | 4% | 0.8 | 9% | i | -1.2% | 11% | -3%
CCCCNS(=O)(=O)c1ccc(NC(=O)Cc2ccccc2[N+](=O)[O-])cc1 | -3% | 5% | -15% | -2.9 | 4% | i | 2.9% | ? | 5%
Cc1cccc(Nc2nc(N)nc(N)c2N=O)c1 | -2% | -1% | -33% | -0.8 | 7% | i | 0.0% | -6% | -16%
CCN(CC(=O)Nc1c(F)cccc1F)C(=O)/C=C/c1ccc(OCC#N)c(OC)c1 | 3% | 2% | -1% | -5.8 | 33%[activator] | i | -0.3% | 4% | 23%
O=C(COC(=O)c1cccnc1Nc1ccccc1F)NCc1ccc2c(c1)OCO2 | -7% | 2% | -4% | -0.6 | -9% | i | 0.1% | 15% | -43%
Cc1ccccc1OCCC(=O)OCC(=O)Nc1c(F)cccc1F | 0% | 7% | -4% | -0.3 | 22% | i | -0.1% | 0% | 0%
CCOc1ccc(NC(=O)CNC(=O)c2ccco2)cc1 | -1% | 5% | . | 0.8 | -3% | i | 3.3% | 2% | 0%
O=S(=O)(Nc1ccc(F)c(Cl)c1)c1ccc(Br)s1 | 0% | . | . | . | ? | . | -0.2% | ? | -36%
CCCCN1C=C(C(=O)c2ccccc2)C(=O)CC1 | 4% | 3% | -13% | 1.4 | -7% | i | -0.3% | ? | -16%
N#CC1=C(SCC(N)=O)NC2=C(C(=O)c3ccccc32)C1c1ccc(Cl)cc1 (configuration not stated) | -12% | -7% | ? | -2.8 | 0% | ? | ? | 2% | 13%
CCc1ccc(OCC(=O)Nc2cc3oc4ccccc4c3cc2OC)c(Br)c1 | 7% | . | -8% | . | -2% | i | -0.8% | ? | -6%
CCn1c(SCc2nc(-c3ccccc3)no2)nnc1-c1ccco1 | 2% | -3% | -1% | -0.8 | -13% | i | -0.3% | 0% | -17%
Cn1cc(S(=O)(=O)c2cccc(Cl)c2)c(=O)c2cc(F)c(N3CCCCC3)cc21 | 0% | . | . | . | 0% | . | -1.0% | ? | 11%
CCOC(=O)c1[nH]ncc1CN1CCCC(C(=O)c2ccc(SC)cc2)C1 (configuration not stated) | 4% | 7% | 2% | -0.5 | -4% | i | 0.2% | 28% | -29%
COc1ccccc1NC(=O)Nc1ccnn1C1CCN(C(=O)c2cscn2)CC1 | ? | -2% | . | -0.8 | 3% | i | 4.0% | 9% | 0%
CC1=C(C)N(C)[C@H](c2ccccc2Br)[C@H](O)C1=O | 21% | 2% | -1% | 2.0 | 1% | i | -0.1% | 2% | 4%
Cc1cccc(NS(=O)(=O)c2ccc(C(=O)NCC3CCCO3)cc2)c1C (configuration not stated) | 0% | 3% | -11% | 0.6 | -13% | i | -0.3% | ? | -17%
C=CCNC(=O)CN1CCC(O)(c2ccccc2)CC1 | -3% | 11% | -5% | -1.5 | 2% | i | -0.8% | 3% | -12%
O=C(Nc1cccc(F)c1)C1CCN(S(=O)(=O)c2cccc3nsnc23)CC1 | -16% | . | . | . | ? | . | 1.0% | 0.0082µM* | -42%
COc1ccc(CCNC(=O)[C@@H](NC(=O)N2CC(=O)Nc3ccccc32)C(C)C)cc1OC | 1% | -3% | 3% | -3.1 | 2% | i | 1.8% | -6% | 0%
COc1ccc(CCCc2n[nH]c(=S)o2)c(C)c1 | -4% | 2% | . | -0.5 | 3% | i | -0.1% | ? | 4%
COc1ccccc1NC(=O)Nc1nc(CC(=O)N2CCN(c3ccccc3OC)CC2)cs1 | -21% | 4% | -31% | -1.3 | -7% | ? | 4.7% | ? | 40%
O=C(CNC(=O)c1ccncc1)N/N=C/c1cc(Br)ccc1O | 1% | -2% | ? | -4.0 | ? | ? | 0.3% | 10% | -1%
CCc1ccc(CNC(=O)CCc2c(C)nn(-c3ccc(N4CCCCC4)nn3)c2C)cc1 | -10% | . | . | . | ? | . | -0.9% | ? | -18%
COc1cccc(N/C=C(\C#N)c2ccc(OCCCF)cc2)c1 | 0% | 9% | 6% | -1.3 | -16% | i | 3.5% | ? | -27%
CCCCCCN1CC(O)=C(c2ccccc2)C1=N | 3% | -1% | 9% | -0.1 | 46%[activator] | i | 0.1% | . | 21%
COc1cc(C(=O)N/N=C/c2ccc(OC)c(CN3CCN(c4ccc(F)cc4)CC3)c2)ccc1O | 1% | 9% | . | -0.7 | ? | i | 7.0% | -14% | -12%
COC(=O)COc1ccc(S(=O)(=O)N2CCN(c3ccc(OC)cc3)CC2)cc1 | -1% | 2% | 14% | 1.6 | 4% | i | -0.4% | 6% | 6%
Cc1ccccc1C(=O)Nc1nnc(-c2ccncc2)o1 | 2% | 0% | -38% | -0.4 | -13% | i | -0.7% | 1% | -18%
Cc1cc(C)c(NC(=O)Cc2ccc(-n3c(C)nc4cccnc43)cc2)c(C)c1 | -4% | . | . | . | 13µM* | . | 3.4% | ? | -25%
O=C(CN1CCCC1)Nc1cc(C(F)(F)F)cc(C(F)(F)F)c1 | 1% | -4% | -33% | 1.7 | 0% | i | -0.1% | -3% | -33%

# The list continues:
Structure | A549 viability | EPAC2 ag | ATXN2 expr inh | IL2 activator | TGFb inhibitor | ATXN viability | Nrf2 activator | Nrf2 inh | HepG2 tox
CN(C)CCCNC(NC(=O)/C=C/c1ccccc1)C(Cl)(Cl)Cl (configuration not stated) | 1% | 6% | -8% | 1.3 | -26% | i | -0.7% | 4% | -5%
CCC(=O)N1CCc2cc(S(=O)(=O)NC(C(=O)N3CCc4ccccc4C3)C(C)C)ccc21 (configuration not stated) | -2% | 1% | . | -1.3 | 2% | . | -0.4% | 6% | -2%
COc1cc(S(=O)(=O)N2CCCCC2)ccc1NC(=O)/C=C/c1ccccc1 | 3% | 17% | -2% | -2.8 | ? | i | 0.0% | -19% | 4%
O=C(CC(=O)N/N=C\c1ccccc1[N+](=O)[O-])NCCc1ccccc1 | 0% | -1% | 10% | 0.6 | -24% | i | ? | -24% | -15%
COc1ccc(Cn2nnnc2C(c2cccs2)N2CCN(c3ccccc3)CC2)cc1 (configuration not stated) | 23% | 10% | 7% | -2.1 | -26% | i | 0.0% | -12% | -20%
COc1ccc(-c2cc(C(F)(F)F)nc(SCC(=O)NCc3cccs3)n2)cc1 | -19% | -9% | -22% | -1.2 | -4% | ? | -0.7% | ? | -25%
O=S(=O)(c1ccc(F)cc1)N1CCN(c2nc(-c3ccc(F)cc3)cs2)CC1 | -2% | 18% | -16% | -1.8 | -4% | i | -0.8% | ? | -22%
